Source: PubChem
Spn PMK inh – S. pneumoniae PMK inhibitors, primary screen, biochemical, mevalonate pathway, pilot trial included; phosphomevalonate kinase (Streptococcus pneumoniae D39); purified PMK, PK/LDH-coupled NADH absorbance 340 nm; inhibition, % at 10 µM; 65,000 compounds, 0.49% hits;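 active = top-ranked compounds by inhibition in the single 10 µM screen, taking a fixed number of the strongest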;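 also: 0% = full reaction with DMSO carrier and 100% = background rate without enzyme reaction; no value below 0 was filed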
Spn MK inh – S. pneumoniae MK inhibitors, primary screen, biochemical, PK/LDH-coupled NADH absorbance. inhibition, % at 10 µM. mevalonate kinase [Streptococcus pneumoniae D39]. purified MK, PK/LDH-coupled NADH absorbance 340 nm. 65,000 compounds, 0.48% hits;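 active = ranked among the strongest by inhibition in the single 10 µM screen, a fixed top-ranked set picked for dose follow-up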; also: no value below 0 was filed
HPDE-C7 viability – cytotoxicity in HPDE-C7 cells, cell-based, fluorescence, HTS (AID 430). HPDE-C7 pancreatic duct cells viability, fluorescence; higher % means a stronger effect. one-dose cytotoxicity, % at 10 µM; EC50 in µM for titrated hits. 63,000 compounds, 1.8% hits;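 also: cells exposed to compound for 48 hours before viability readout; 0% = vehicle and 100% = reference cytotoxic drug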
Spn DPM-DC inh – S. pneumoniae DPM-DC inhibitors, primary screen, biochemical, PK/LDH-coupled NADH fluorescence; diphosphomevalonate decarboxylase (Streptococcus pneumoniae D39); 65,000 compounds, 0.49% hits; purified DPM-DC; calls only at 10 µM;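 active = the 320 compounds with the highest percent inhibition in the single-dose primary screen, excluding strongly autofluorescent ones, cut at about 32% in these data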;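 also: kinetic rate of NADH fluorescence loss reporting ADP formed by the decarboxylase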
Bfl-1 displacement – Bfl-1 inhibitors, primary screen, biochemical, fluorescence polarization, FITC-Bid, mouse (AID 432) | FITC-Bid BH3 peptide fluorescence polarization displacement; higher % means a stronger effect | 64,000 compounds, 0.02% hits | one-dose displacement, % at 20 µM; IC50 in µM for titrated hits; in the data active = a potency from the dose series; inactive = the rest, 99 in 100 with displacement below about 15%; also: strong numbers were not always called active
Alkaline phosphatase – human TNAP enzyme inhibitors, biochemical, luminescent (AID 518); purified TNAP enzyme, luminescent substrate readout; higher % means a stronger effect; inhibition, % at 20 µM, or IC50 in µM where a hit was titrated; 64,000 compounds, 0.09% hits; in the data active = a potency from the dose series; inactive = the rest, 99 in 100 with inhibition below about 22%;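 also: plate controls were vehicle for no effect and reference inhibitor for full effect; many of its hits are not listed in these tables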
HT1080 viability – cytotoxicity in HT1080 fibrosarcoma cells, cell-based, fluorescence readout (AID 620); 87,000 compounds, 0.42% hits; HT1080 viability, fluorescence; higher % means a stronger effect; cytotoxicity, % at 10 µM; hits with a dose series show EC50 in µM;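 also: cells exposed to compound overnight then 4 h with Alamar Blue; 0% = vehicle DMSO and 100% = killing control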
KRASV12 cytotoxicity – cytotoxicity in KRAS-transformed pancreatic duct cells, primary screen, cell-based, fluorescence, HTS (AID 431); HPDE-C7K KRASV12 cells, Alamar Blue viability, 48 h; higher % means a stronger effect; cytotoxicity, % at 10 µM; hits with a dose series show EC50 in µM; 63,000 compounds, 1.7% hits;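 active = compounds whose percent cytotoxicity in the single-dose primary screen, scaled between solvent and toxic-drug controls, exceeds 50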;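 also: 0% = DMSO solvent wells and 100% = doxorubicin-treated wells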
LYP phosphatase – LYP phosphatase inhibitors, primary screen, biochemical, DiFMUP fluorescence, recombinant catalytic domain, 10 µM (AID 606); Tyrosine-protein phosphatase non-receptor type 22 (Homo sapiens); recombinant LYP catalytic domain, DiFMUP fluorescence; higher % means a stronger effect; one-dose inhibition, % at 10 µM; IC50 in µM for titrated hits; 52,000 tested, under 10 active;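 active = IC50 under 40 µM in the dose-response test; inactive = IC50 of 40 µM or more, or never dose-tested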
Spn PMK inh pilot replicates – also measured in Spn PMK inh; calls as there; inhibition, %; measured here: pilot screen replicates
Spn MK inh pilot replicates – further read-out of Spn MK inh, marked with its call; inhibition, %; measured here: pilot screen replicates
Spn DPM-DC inh pilot screen % – recorded beside Spn DPM-DC inh, whose call it bears; inhibition, %; measured here: pilot screen trials
* marks the source's active call; other numbers are inactive results; i = inactive; . = no result given. Rule as the data show it, unless noted: active = cytotoxicity above about 50%; inactive = the rest.

SMILES	Spn PMK inh	Spn MK inh	HPDE-C7 viability	Spn DPM-DC inh	Bfl-1 displacement	Alkaline phosphatase	HT1080 viability	KRASV12 cytotoxicity	LYP phosphatase	others
CCOc1nc(C)ccc1-c1noc(-c2ccccn2)n1	7	0	5%	i	-6%	14%	25%	18%	.
CCOC(=O)c1sc2ncn(C(CC)C(=O)OCC)c(=O)c2c1C (stereo not drawn)	15	8	-4%	i	-10%	9%	-4%	-4%	7%
CCn1cc(C2Nc3ccccc3C(=O)N2O)c(C)n1 (stereo not drawn)	12	7	-3%	i	-7%	18%	-4%	-5%	0%	Spn PMK inh pilot replicates=2.5;Spn MK inh pilot replicates=0.5;Spn DPM-DC inh pilot screen %=7.0
O=c1c2ccccc2nc(SCc2nc(-c3ccccc3)no2)n1-c1ccc(F)cc1	4	11	-3%	i	-1%	10%	2%	-4%	4%	Spn PMK inh pilot replicates=2.5;Spn MK inh pilot replicates=2.0;Spn DPM-DC inh pilot screen %=0.5
CCCOP(=O)(c1ccc(N(C)C)cc1)C(O)c1ccncc1 (stereo not drawn)	9	4	-1%	i	0%	1%	-10%	-19%	-3%
Cc1nn(Cc2ccccc2)c2sc(C(=O)NCc3cccnc3)cc12	8	8	8%	i	-1%	9%	19%	0%	8%
Cc1onc(-c2c(Cl)cccc2Cl)c1C(=O)NCc1ccccn1	2	5	-15%	i	-5%	8%	-1%	-18%	9%
CCOc1cc(-c2c(C#N)c(=O)[nH]c3c2c(C)nn3-c2ccc(F)cc2)ccc1O	11	5	19%	i	5%	10%	0%	30%	1%
COCCn1c(C)cc(C(=O)CSc2nc3ccccc3c(=O)[nH]2)c1C	9	0	-5%	i	3%	13%	8%	-1%	-25%	Spn PMK inh pilot replicates=0.0;Spn MK inh pilot replicates=0.0;Spn DPM-DC inh pilot screen %=2.0
Cc1cccc(NC(=O)c2cc3n(n2)C(C(F)(F)F)CC(c2ccc4c(c2)OCO4)N3)c1 (stereo not drawn)	17	0	74%*	i	-2%	18%	3%	76%*	16%	Spn PMK inh pilot replicates=6.0;Spn MK inh pilot replicates=1.5;Spn DPM-DC inh pilot screen %=1.5
Cc1cc(=O)n2nc(N3CCCC(C(=O)N4CCc5ccccc54)C3)sc2n1 (stereo not drawn)	18	0	6%	i	-4%	10%	3%	4%	4%	Spn PMK inh pilot replicates=3.5;Spn MK inh pilot replicates=0.0;Spn DPM-DC inh pilot screen %=0.0
COc1ccc(-c2cc(-c3ccccc3)nc(N3CCCC3)n2)cc1OC	0	0	8%	.	1%	7%	-16%	-4%	12%
COc1cc2cc(C(c3nnnn3C3CCCC3)N3CCCCCC3)c(=O)[nH]c2cc1OC (stereo not drawn)	11	8	-15%	i	12%	10%	0%	-10%	2%	Spn PMK inh pilot replicates=0.0;Spn MK inh pilot replicates=0.0;Spn DPM-DC inh pilot screen %=2.5
CSC1=NCCN1C(=O)c1c(F)cccc1F	8	6	2%	i	-6%	0%	1%	6%	7%
COc1cc(OC)cc(C(=O)N2CCN=C2SCc2cccnc2)c1	2	12	-2%	i	-11%	2%	-5%	3%	11%
O=C(Nc1nc(-c2ccccc2)cs1)c1cccs1	9	5	36%	i	-2%	16%	4%	34%	.
CCOC(=O)c1c(NC(=O)c2ccn(CC)n2)sc2c1CCCC2	0	4	5%	.	-4%	7%	1%	7%	4%	Spn PMK inh pilot replicates=3.0;Spn MK inh pilot replicates=0.0
Cc1ccc(OCc2nnc(SCC(=O)NCc3ccccc3)n2C)cc1	10	11	-11%	i	-6%	12%	3%	-3%	.
COc1ccc(-c2nn(C)c(=O)c3ccccc23)cc1NS(C)(=O)=O	12	3	2%	i	3%	4%	2%	3%	7%
Cc1oc(CSCC2CCCO2)cc1C(=O)O (stereo not drawn)	5	3	-2%	i	7%	0%	-1%	-4%	6%

The last 2 records of the section above are carried over, then new ones follow:
SMILES	Spn PMK inh	Spn MK inh	HPDE-C7 viability	Spn DPM-DC inh	Bfl-1 displacement	Alkaline phosphatase	HT1080 viability	KRASV12 cytotoxicity	LYP phosphatase	others
COc1ccc(-c2nn(C)c(=O)c3ccccc23)cc1NS(C)(=O)=O	12	3	2%	i	3%	4%	2%	3%	7%
Cc1oc(CSCC2CCCO2)cc1C(=O)O (stereo not drawn)	5	3	-2%	i	7%	0%	-1%	-4%	6%
CN(CCNC(=O)C1CCN(S(=O)(=O)N2CCOCC2)CC1)CCc1ccccc1	18	0	-2%	i	2%	1%	4%	4%	.
Cc1ccc(C)n1-n1cnc2sc(-c3ccccc3)cc2c1=O	3	7	2%	i	0%	5%	-7%	9%	17%
CSCCC1(C(=O)O)NC(c2ccccc2O)C2C(=O)N(C(C)C)C(=O)C21 (stereo not drawn)	5	0	-11%	i	-7%	10%	-6%	1%	-3%
O=S(=O)(c1ccccc1Cl)N1CCCC(c2nc(-c3cccnc3)no2)C1 (stereo not drawn)	12	0	2%	i	8%	10%	-3%	-6%	3%
Cn1c(C(=O)NCC2CCCO2)cc2c(=O)n3ccccc3nc21 (stereo not drawn)	9	9	-2%	.	10%	3%	3%	11%	11%
CCC1SC2=NCN(c3ccccc3)CN2C1=O (stereo not drawn)	14	12	-1%	i	-10%	12%	-11%	6%	.
CSCC[C@H](NC(=O)Nc1ccc(C)cc1)C(=O)O	4	7	-14%	i	-3%	-2%	-3%	-6%	-27%
CCCC(c1nnnn1CCOC)N1CCN(c2cccc(OC)c2)CC1 (stereo not drawn)	17	9	1%	i	-2%	2%	5%	-4%	16%
C=CCn1c(=N)c(C(=O)OC)cc2c(=O)n3cccc(C)c3nc21	20	2	-26%	.	-1%	16%	2%	-27%	.
N#CC1=C2SCN(c3ccccc3)CN2C(=O)CC1c1c(Cl)cccc1Cl (stereo not drawn)	11	13	-13%	i	3%	15%	-6%	-4%	13%
CC1CCCCC1NC(=O)C1Cc2ccccc2CN1S(C)(=O)=O (stereo not drawn)	14	0	-2%	i	-4%	2%	14%	5%	-6%
O=C(Nc1cccc(-c2nnc(-c3ccccc3)o2)c1)c1ccc(Br)o1	1	6	6%	i	-8%	14%	-2%	1%	3%
Cn1c(=O)c2ncn(CC(=O)NCCC3=CCCCC3)c2n(C)c1=O	5	6	-5%	i	-18%	0%	7%	2%	11%
CCOc1ccc(C(=O)C2CCN(CC(=O)Nc3ccccc3N3CCOCC3)CC2)cc1	7	11	10%	i	-10%	17%	4%	4%	.
CCOc1cccc(C(=O)Nc2cc(-c3nn4c(C)nnc4s3)ccc2C)c1	0	0	-4%	i	2%	6%	-6%	11%	1%
COc1ccccc1-c1nc(C#N)c(NCc2ccc(F)cc2)o1	12	12	0%	.	-10%	12%	1%	6%	.
C1=CC2CC1CC2CNCc1ccco1 (stereo not drawn)	18	0	-9%	i	-5%	5%	4%	-13%	3%
COc1ccc(C2CC(=O)C=C(NCC3CCCO3)C2)cc1 (stereo not drawn)	14	12	-10%	i	-2%	6%	6%	0%	1%
CCOC(=O)C1CCCN(C(=O)c2ccccc2NC(C)=O)C1 (stereo not drawn)	0	5	-1%	i	-5%	5%	5%	-4%	6%
COc1ccc(NC(=O)CNS(=O)(=O)c2ccccc2)cc1Cl	2	3	4%	i	2%	5%	0%	13%	-4%

Arranged by SMILES length (largest number first): part of the list above
SMILES	Spn PMK inh	Spn MK inh	HPDE-C7 viability	Spn DPM-DC inh	Bfl-1 displacement	Alkaline phosphatase	HT1080 viability	KRASV12 cytotoxicity	LYP phosphatase	others
N#CC1=C2SCN(c3ccccc3)CN2C(=O)CC1c1c(Cl)cccc1Cl (stereo not drawn)	11	13	-13%	i	3%	15%	-6%	-4%	13%
CCOC(=O)C1CCCN(C(=O)c2ccccc2NC(C)=O)C1 (stereo not drawn)	0	5	-1%	i	-5%	5%	5%	-4%	6%
C1=CC2CC1CC2CNCc1ccco1 (stereo not drawn)	18	0	-9%	i	-5%	5%	4%	-13%	3%

Next structures:
SMILES	Spn PMK inh	Spn MK inh	HPDE-C7 viability	Spn DPM-DC inh	Bfl-1 displacement	Alkaline phosphatase	HT1080 viability	KRASV12 cytotoxicity	LYP phosphatase	others
CSC1=NCCN1C(=O)COc1ccccc1	12	10	-1%	i	0%	2%	-2%	3%	-8%
Cc1cc(C(=O)Oc2ccccc2C(=O)O)c(C)o1	0	9	-6%	i	-11%	6%	-5%	-8%	8%
CCn1cc(C(=O)NCc2ccc(C)o2)c2cc(OC)c(OC)cc2c1=O	5	0	-20%	i	-10%	6%	-6%	-26%	1%
CCCC(=O)N1CCN(c2ccc(NC(=O)c3ccco3)cc2)CC1	17	0	6%	i	-1%	7%	0%	1%	7%
CC1CC(C)CN(CC(=O)N2CCc3[nH]c4ccccc4c3C2)C1 (stereo not drawn)	5	8	-8%	i	-8%	4%	3%	10%	0%
COc1ccc(C)cc1NC(=O)c1cnc2n(c1=O)CCS2	8	0	.	i	.	.	0%	.	9%
COC(=O)c1ccccc1NC(=O)Nc1cccnc1	7	14	-10%	i	2%	11%	6%	-2%	.
CCOC(=O)c1ccc(NC(=O)CNC(=O)C2CCCCC2)cc1	0	11	12%	i	-4%	9%	12%	-1%	4%
Cc1cc(NC(=O)c2sc(Nc3cccc(C(F)(F)F)c3)nc2N)no1	4	6	7%	i	6%	9%	3%	13%	8%
C=CCSc1nc2ccccc2[nH]1	11	0	0%	i	-2%	5%	-7%	-10%	-6%
COCCOC(=O)C1=C(C)NC2=C(C(=O)CC(c3cccs3)C2)C1c1ccsc1 (stereo not drawn)	12	2	2%	i	-2%	0%	-18%	4%	7%
Cc1ccc2c(c1)c1c(n2CC(O)Cn2c(C)nc3ccccc32)/C(=N\O)CCC1 (stereo not drawn)	7	5	113%*	i	17%	6%	-6%	7%	2%	Spn PMK inh pilot replicates=3.5;Spn MK inh pilot replicates=2.0;Spn DPM-DC inh pilot screen %=2.0
CCCCOc1ccc(C(=O)Nc2ccc(S(=O)(=O)Nc3cc(C)on3)cc2)cc1OC	10	4	7%	i	-10%	11%	9%	1%	.

Grouped by structure: the compounds so far with a Cl atom.
SMILES	Spn PMK inh	Spn MK inh	HPDE-C7 viability	Spn DPM-DC inh	Bfl-1 displacement	Alkaline phosphatase	HT1080 viability	KRASV12 cytotoxicity	LYP phosphatase	others
Cc1onc(-c2c(Cl)cccc2Cl)c1C(=O)NCc1ccccn1	2	5	-15%	i	-5%	8%	-1%	-18%	9%
O=S(=O)(c1ccccc1Cl)N1CCCC(c2nc(-c3cccnc3)no2)C1 (stereo not drawn)	12	0	2%	i	8%	10%	-3%	-6%	3%
N#CC1=C2SCN(c3ccccc3)CN2C(=O)CC1c1c(Cl)cccc1Cl (stereo not drawn)	11	13	-13%	i	3%	15%	-6%	-4%	13%
COc1ccc(NC(=O)CNS(=O)(=O)c2ccccc2)cc1Cl	2	3	4%	i	2%	5%	0%	13%	-4%
